TMEM16A act – TMEM16A chloride channel activators or potentiators, primary screen, cell-based, HTS; HEK293 TMEM16A/YFP-H148Q/I152L, iodide quench fluorescence; stronger effect = lower value; AID 623877, 2012; B-score at 10 µM; actives 0.3% (n = 340,000);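 active = fluorescence-ratio B-score plate-corrected deviation score at least 3 library SD below zero, with starting fluorescence score within 5 deviations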;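 also: channel opened by trigger with iodide after compound preincubation; score built on the fluorescence ratio of max minus min over baseline; more negative score means more quench and so TMEM16A activation or potentiation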
Target sequence (Q8BHY3 whole entry, looked up): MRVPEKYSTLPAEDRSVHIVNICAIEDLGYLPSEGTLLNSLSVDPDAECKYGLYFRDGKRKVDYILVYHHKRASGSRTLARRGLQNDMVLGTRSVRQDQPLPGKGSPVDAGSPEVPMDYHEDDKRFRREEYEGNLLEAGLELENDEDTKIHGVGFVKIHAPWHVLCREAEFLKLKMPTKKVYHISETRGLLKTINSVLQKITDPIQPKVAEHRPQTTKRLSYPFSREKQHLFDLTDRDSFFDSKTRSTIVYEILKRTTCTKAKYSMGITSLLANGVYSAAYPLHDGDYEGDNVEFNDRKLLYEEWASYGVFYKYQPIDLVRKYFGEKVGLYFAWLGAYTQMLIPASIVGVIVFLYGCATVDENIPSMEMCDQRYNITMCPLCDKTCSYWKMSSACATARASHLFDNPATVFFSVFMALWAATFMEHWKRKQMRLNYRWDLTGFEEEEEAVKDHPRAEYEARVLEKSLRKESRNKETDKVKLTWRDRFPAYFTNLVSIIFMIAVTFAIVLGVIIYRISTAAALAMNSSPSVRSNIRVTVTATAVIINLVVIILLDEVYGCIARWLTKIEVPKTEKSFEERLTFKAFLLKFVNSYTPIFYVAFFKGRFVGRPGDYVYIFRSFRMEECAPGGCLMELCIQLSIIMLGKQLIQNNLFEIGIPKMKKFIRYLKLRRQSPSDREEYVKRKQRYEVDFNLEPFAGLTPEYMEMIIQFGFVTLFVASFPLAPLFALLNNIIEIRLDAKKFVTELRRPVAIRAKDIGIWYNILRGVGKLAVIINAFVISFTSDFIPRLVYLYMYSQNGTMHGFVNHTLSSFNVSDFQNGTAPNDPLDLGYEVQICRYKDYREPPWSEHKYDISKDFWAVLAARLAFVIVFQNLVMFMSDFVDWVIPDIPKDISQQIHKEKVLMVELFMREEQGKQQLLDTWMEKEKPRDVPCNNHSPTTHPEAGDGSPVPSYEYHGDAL
Calls only; i = inactive. This is a subset (hit frequency here may not be typical).

TMEM16A act | mol
i | O=C(CSc1cccc[n+]1[O-])Nc1ccc(Cl)cc1F
i | O=C(Nc1ccc(S(=O)(=O)Nc2ncccn2)cc1)C12CC3CC(CC(Cl)(C3)C1)C2
i | Nc1cc2cccnc2cc1Cl
i | O=C(OCC(=O)N1CCCC1)c1ccccc1C(=O)c1ccccc1
i | O=C(COC(=O)/C=C/c1ccc(C(F)(F)F)cc1)Nc1ccc2[nH]c(=O)[nH]c2c1
i | CC(C)C[C@@H](CO)N(Cc1ccccc1)S(=O)(=O)N(Cc1ccccc1)[C@@H](CO)CC(C)C
i | O=C(NN=Cc1ccccc1C(=O)O)c1cccc(S(=O)(=O)Nc2cccc(C(F)(F)F)c2)c1
i | O=C(c1ccc(-c2ccccc2)cc1)N1CCN(c2nc3ccccc3o2)CC1
i | COC(=O)C1CCN(C(=O)COC(=O)c2cc(S(=O)(=O)N3CCOCC3)ccc2C)CC1
i | O=C(COC(=O)/C=C/c1ccccc1)NCCc1ccc(F)cc1
i | COC(=O)c1sc(NC(=O)c2ccc3c(c2)OCO3)c(C#N)c1C
i | CC(=O)Nc1ccc(C=NNC(=O)c2ccc(NS(=O)(=O)c3cccs3)cc2)cc1
i | CCc1ccc(C(=O)CCC(=O)Nc2cccc(S(=O)(=O)N3CCCCC3)c2)cc1
i | CCCCSc1n[nH]c(=S)c2nc[nH]c12
i | COc1ccc(S(N)(=O)=O)cc1C(=O)NNC(=O)CN(C)S(=O)(=O)c1ccc(Cl)cc1
i | O=C(Cc1ccc([N+](=O)[O-])cc1)Nc1cccc(C(=O)N2CCOCC2)c1
i | COc1ccccc1N1CCN(CCCN2C(=O)C3CCCN3C2=O)CC1 (centres undefined)
i | CC(C)(C)OC(=O)N1Cc2[nH]c3ccccc3c2C[C@@H]1C(=O)O
i | O=C(COC(=O)c1ccco1)NC1CCCc2ccccc21 (centres undefined)
i | C[C@H](NC(=O)c1ccco1)C(=O)OCC(=O)N1CC(=O)Nc2ccccc21
i | O=C1c2ccccc2CCc2ccccc21
i | CN(CC(=O)Nc1ccc(F)cc1)C(=O)COC(=O)/C=C/c1ccccc1[N+](=O)[O-]
i | O=C(CSc1nnc(-c2ccc3c(c2)OCO3)o1)Nc1c(F)cccc1F
i | Cn1ncc2c(N)nc(NCCO)nc21
i | Cn1cnc(C(=O)NCc2ccccc2)c1C(=O)NCc1ccccc1
i | O=C(NNC(=O)c1ccc(Br)s1)c1csc(N2CCOCC2)n1
i | COc1cccc(C=CC(=O)C=CC=Cc2ccccc2)c1
i | O=C(CNC(=O)c1cccc(F)c1)NC1CC1
i | COCC(=O)Nc1ccc(N2CCOCC2)c(S(=O)(=O)Nc2ccc(OC)cc2)c1
i | COc1ccc(S(=O)(=O)N2CCCCC2)cc1NC(=O)Cc1cccs1
i | O=C(c1cccc(Br)c1)c1coc2ccc(O)cc12
i | CCS(=O)(=O)c1ccc(O)c(NC(=O)c2cc(-c3ccccn3)nc3ccccc23)c1
i | COc1ccc(C(CNC(=O)CNC(=O)c2cccc(C)c2)N2CCOCC2)cc1 (centres undefined)
i | COc1ccccc1NC(=O)c1ccccc1NC(=O)c1ccccn1
i | Cc1cccc(-n2nnnc2SCC(=O)NCC2(N3CCOCC3)CCCCC2)c1C
i | O=C(CCNC(=O)c1ccc([N+](=O)[O-])cc1)NCc1cccs1
i | CCCC1SCC(C)(C)NC1=O (centres undefined)
i | COc1cc(OC)cc(-c2c(C#Cc3ccsc3)c3cc(-c4ccc(C(N)=O)cc4)ccc3n2C)c1
i | O=C(C[C@@H]1C/C=C\CC[C@@H](Cc2ccc(F)cc2)C(=O)OC[C@@H]2CCCN2C1=O)NCCO
i | O=C(NC(=S)N1CCCCC1CO)c1cccs1 (centres undefined)
i | N#Cc1ccc(C(=O)Nc2cc(S(=O)(=O)N3CCOCC3)ccc2N2CCCC2)cc1
i | CN(C)c1ncnc2c1ccn2C1OC(CO)C(O)C1O (centres undefined)
i | Cc1ccc(NC(=O)c2ccco2)nc1
i | COC(=O)C1=C(C(=O)OC)C(C(=O)OC)C(C(=O)OC)C(C(=O)OC)(C(=O)OC)C(C(=O)OC)=C1C(=O)OC (centres undefined)
i | COc1ccc(NC(=O)Cc2ccccc2F)cc1S(=O)(=O)N1CCCCC1
i | CC(=O)C1N=NCC1c1ccccc1 (centres undefined)
i | Cc1ccc2nc(COC(=O)c3ccc(Cl)nc3)cc(=O)n2c1
i | CCOc1ccc(C(=O)CCC(=O)NCC(=O)Nc2c(C)cccc2C)cc1

2 of these compounds in another layout:
structure | TMEM16A act
Cc1ccc(NC(=O)c2ccco2)nc1 | i
COC(=O)C1=C(C(=O)OC)C(C(=O)OC)C(C(=O)OC)C(C(=O)OC)(C(=O)OC)C(C(=O)OC)=C1C(=O)OC (centres undefined) | i

Continuation.
TMEM16A act | mol
i | CCCN(C(=O)COC(=O)CNS(=O)(=O)c1ccc(NC(C)=O)cc1)C1CCS(=O)(=O)C1 (centres undefined)
i | CC(O)(c1ccccc1)c1ccc2ccccc2n1 (centres undefined)
i | CCOC(=O)N1CCN(C(=O)CNC(=O)c2ccccc2F)CC1
i | COc1cccc(C(=O)OCC(=O)NC23CC4CC(CC(C4)C2)C3)c1
i | O=C(O)C1CC(C(=O)O)SS1 (centres undefined)
i | C#CCOCCOCCOCCNc1nc(N2CCN(C(=O)[C@H](C(C)C)n3cc(CCO)nn3)CC2)nc(N2CCN(C(=O)[C@H](C)n3cc(CCCN=C(N)N)nn3)CC2)n1
i | O=C(NC1CC1)c1cc(=S)[nH]c2ccccc12
i | COc1ccc(C2=CCCCCC2)c(OC)c1OC
i | Cc1ccc(S(=O)(=O)N2CCC[C@H]2C(=O)OCc2nc3ccccc3s2)cc1
i | CCN(c1ccccc1)S(=O)(=O)c1ccc(C(=O)NNC(=O)c2ccccc2F)cc1
i | COc1ccc(/C=C2/CCC(CN3CCOCC3)C2=O)cc1 (centres undefined)
i | Cc1cccc(OCCCC(=O)NNC(=O)c2ccncc2)c1

Some of the entries so far, with tabs:
SMILES	TMEM16A act
COc1ccc(C(CNC(=O)CNC(=O)c2cccc(C)c2)N2CCOCC2)cc1 (centres undefined)	i
Cc1ccc(S(=O)(=O)N2CCC[C@H]2C(=O)OCc2nc3ccccc3s2)cc1	i
CC(O)(c1ccccc1)c1ccc2ccccc2n1 (centres undefined)	i
COc1cc(OC)cc(-c2c(C#Cc3ccsc3)c3cc(-c4ccc(C(N)=O)cc4)ccc3n2C)c1	i
O=C(COC(=O)c1ccco1)NC1CCCc2ccccc21 (centres undefined)	i
COc1ccccc1N1CCN(CCCN2C(=O)C3CCCN3C2=O)CC1 (centres undefined)	i
Cc1ccc(NC(=O)c2ccco2)nc1	i

Next part.
TMEM16A act | mol
i | Cc1ccc(S(=O)(=O)N2CCC[C@H]2C(=O)Nc2ccccc2Cl)cc1
i | CC(=O)N1CCN(C(=O)c2cc3c(s2)CCC(C)C3)CC1 (centres undefined)
i | CC(Sc1nnc2n1CCCCC2)C(=O)Nc1ccccc1[N+](=O)[O-] (centres undefined)
i | COc1ccc(S(=O)(=O)N2CCCCC2)cc1NC(=O)CSc1nnc(C2CC2)n1C
i | COc1cc(OC)cc(-c2c(-c3cccs3)c3cc(-c4ccc(OC)cc4F)ccc3n2C)c1
i | CN(c1ccc(OCC(=O)NC2CCC(O)CC2)cc1)S(=O)(=O)c1ccc(Cl)cc1 (centres undefined)
i | O=C(Cn1cc(C(F)(F)F)ccc1=O)N1CCc2ccccc21
i | CC(=O)Nc1ccc(Nc2cc(C)nc(Nc3ccc(NC(C)=O)cc3)n2)cc1
i | O=C(O)c1cccc(S(=O)(=O)N2CC=C(c3ccccc3)CC2)c1
i | COc1ccc(C(C#N)=Cc2ccc(NC(C)=O)cc2)cc1
i | O=C1CCCCC1(O)Cc1ccc2c(c1)OCO2 (centres undefined)
i | COc1cccc(C#Cc2c(C=O)n(C)c3ccccc23)c1

3 entries already listed, ordered by count of non-hydrogen atoms, rising:
TMEM16A act | mol
i | Cc1ccc(S(=O)(=O)N2CCC[C@H]2C(=O)Nc2ccccc2Cl)cc1
i | CC(=O)Nc1ccc(Nc2cc(C)nc(Nc3ccc(NC(C)=O)cc3)n2)cc1
i | COc1cc(OC)cc(-c2c(-c3cccs3)c3cc(-c4ccc(OC)cc4F)ccc3n2C)c1

Next part.
TMEM16A act | mol
i | Cn1c(=O)c2[nH]c(C3CCC3)nc2n(C)c1=O
i | CC12CCC(=O)C=C1CCC1C2CCC2(C)C(C(=O)CO)CC(O)C12 (centres undefined)
i | Cc1cc(C)cc(OCC(=O)Nc2ccc(N3CCOCC3)cc2N2CCOCC2)c1
i | Cn1nc(C(=O)OCC(=O)c2ccc(Br)cc2)c2ccccc2c1=O
i | O=C(OC1CCCC1)c1ccc(Cl)cc1Cl
i | Cc1noc(C)c1C(=O)Nc1cccc(S(=O)(=O)N2CCCCC2)c1
i | O=C(O)c1cc(N2C(=O)C=CC2=O)cc(N2C(=O)C=CC2=O)c1
i | Cc1ccc(C(=O)OCC(=O)NCCc2ccccc2)cc1C
i | COc1ccc(S(=O)(=O)N2CCN(CCOc3ccccc3Cl)CC2)cc1OC
i | NC(=S)NN=C1CCSCC1
i | O=C(CN1CCN(S(=O)(=O)c2ccc(F)c(Cl)c2)CC1)N1CCNC1=O
i | CC(Oc1ccccc1F)c1nnc(SCC(=O)N(c2ccccc2)C2CCS(=O)(=O)C2)o1 (centres undefined)
i | CN(c1ccccc1)S(=O)(=O)c1cccc(NC(=O)c2nn(C)c(=O)c3ccccc23)c1
i | CCCNC(=O)c1nnsc1S(=O)(=O)c1ccc(Cl)cc1
i | COC(=O)c1cc(NC(=O)CN(C)C2CCS(=O)(=O)C2)cc(C(=O)OC)c1 (centres undefined)
i | N#CC1=C(N)N(c2ccc(F)cc2)C2=C(C1c1ccc(O)cc1)S(=O)(=O)CC2 (centres undefined)
i | C[C@H]1CN([C@@H](C)CO)C(=O)c2cc(NC(=O)NC3CCCCC3)ccc2O[C@H]1CN(C)C(=O)Nc1ccc(C(F)(F)F)cc1
i | Nc1nc(=S)c2ncn(C3CCCCC3)c2[nH]1
i | Cc1c(NC(=O)COC(=O)Cn2cc(C(F)(F)F)ccc2=O)cccc1[N+](=O)[O-]
i | CC(=O)OC1(C(C)=O)CCC2C3CC4OC45CC(O)CCC5(C)C3CCC21C (centres undefined)
i | COc1ccc(C(CNC(=O)c2cccc(S(=O)(=O)N3CCCC(C)C3)c2)N(C)C)cc1 (centres undefined)
i | Cc1onc(-c2c(Cl)cccc2Cl)c1-c1nc2cc(Cl)ccc2c(=O)o1
i | COc1ccc2c(c1)CCCC2=O
i | COCCN(C(=O)c1c(C)noc1C)c1c(N)n(CC(C)C)c(=O)[nH]c1=O
i | CC(C)c1ccc(NC(=O)C2=CC=CN3CCS(=O)(=O)N=C23)cc1
i | O=Nc1c(O)ccc2cc(S(=O)(=O)O)ccc12
i | COc1ccc(-n2nnnc2SCC(=O)NC2CC2)cc1
i | COc1ccc(C(=O)N2CCc3ccccc32)cc1S(=O)(=O)N1CCOCC1
i | COc1ccc(NC(C)=O)cc1S(=O)(=O)Nc1ccc(S(=O)(=O)N2CCCCC2)cc1
i | CCCc1ccc(C(=O)CN2C(=O)C(=O)N(C3CCCC3)C2=O)cc1
i | Cc1ccc(NC(=O)c2nc[nH]c2C(=O)NCCCCCCNC(=O)c2[nH]cnc2C(=O)Nc2ccc(C)cc2)cc1
i | Cc1ccc(NC(=O)COC(=O)c2nn(C)c(=O)c3ccccc23)cc1F
i | COc1ccc(C(CNC(=O)CN(C)S(=O)(=O)c2ccc(C)cc2)N2CCCC2)cc1 (centres undefined)
i | CCN1C(=O)C(=O)N(CC(=O)Nc2cc(C)ccc2C)C1=O
i | COC(=O)C1=C(NC(=O)C2CCCCC2)CCS1
i | O=C(COC(=O)/C=C/c1ccccc1)NNC(=O)c1ccccc1F
i | Nc1nc(COC(=O)C2CC(=O)N(CCc3ccccc3)C2)nc(Nc2ccccc2)n1 (centres undefined)
i | COc1ccc(S(=O)(=O)Nc2cccc3c2O[C@H](CN(C)C(=O)Nc2c(C)noc2C)[C@@H](C)CN([C@H](C)CO)C3=O)cc1
i | CCN(CC(=O)Nc1cc(Cl)ccc1Cl)C(=O)c1ccc(-n2cccn2)cc1
i | CC1CC1C(=O)OCC(=O)Nc1cccc(F)c1 (centres undefined)
i | CCC(/C=C1\Oc2ccc(OC)cc2N1C)=C\c1sc2ccccc2[n+]1CCCS(=O)(=O)[O-]
i | CN(C(=O)COC(=O)/C=C/c1ccc2ccccc2n1)c1c(N)n(Cc2ccccc2)c(=O)[nH]c1=O
i | Cc1cccc(NC(=O)CN(C)C(=O)c2ccc3ccccc3n2)c1C
i | CCOC(=O)[C@H]1[C@H]2COc3ccc(Cl)cc3[C@@H]2N2C(=O)CN(Cc3ccc(OC)cc3)C(=O)[C@@]12C
i | O=C(COC(=O)c1ccc2c(c1)OCCO2)Nc1ccc(F)cc1
i | O=C(COC(=O)Cc1cccc(C(F)(F)F)c1)NCc1ccco1
i | COc1ccc(C(=O)Nc2cc(S(=O)(=O)N3CCCC3)ccc2Cl)cc1
i | CCOc1ccc(C(=O)NCC(=O)NNC(=O)CN(C)S(=O)(=O)c2ccc(Cl)cc2)cc1OCC
i | CN(Cc1ccc(C(F)(F)F)cc1)C(=O)C1CC(=O)N(Cc2ccco2)C1 (centres undefined)
i | CC(=O)NCCc1ccc(-c2csc(NC(=O)C3CC(=O)N(C4CCCC4)C3)n2)cc1 (centres undefined)
i | Brc1ccc(-c2ccccc2)cc1
i | CN(C)S(=O)(=O)c1cccc(NC(=O)COc2cccc3ccccc23)c1
i | Cc1cccc(NC(=O)CSc2nc(C)nc3c2c(=O)n(C)c(=O)n3C)c1
i | Cc1cccc(NC(=O)CN(C)CC(=O)NC(c2ccccc2)c2ccccc2)c1C
i | Cc1cc(=O)n(C(C)Cc2ccccc2)n1C(C)Cc1ccccc1 (centres undefined)
i | O=C(CCc1ccccc1Cl)Nc1ccc(S(=O)(=O)Nc2nccs2)cc1
i | Cc1nn(CC(=O)NC2CCC(C)CC2)c(C)c1[N+](=O)[O-] (centres undefined)

Compound activity as filed in PubChem BioAssay.
